Compound activity (PubChem)
Apaf1 inhib – human Apaf-1 inhibition; O14727; reconstituted apoptosome caspase-3 activity, DEVD-Rh110 fluorescence; inhibition, % at 20 µM; actives 0.71% (n = 330,000); active = inhibition of at least 40% at 20 µM;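 note: plate controls were DMSO wells for no effect and DEVD-CHO caspase inhibitor wells for full effect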
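System – cell-free apoptosome with Apaf-1, procaspase-3 and caspase-9 · Buffer or medium – pH 7.5 Hepes buffer with CHAPS, BSA, DTT · Also added – cytochrome c with DEVD-Rh110 · Times – 30 min compound preincubation, 50 min activation, room temperature · Technique – Rh110 fluorescence intensity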
HKDC1 inhibitor – inhibitors of human hexokinase HKDC1. Q2TB90. recombinant HKDC1, G6PDH/diaphorase resazurin coupled fluorescence. inhibition, % at 20 µM. actives 0.16% (n = 340,000);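 active = inhibition above about 35% when tested at 20 µM, limit read from the data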;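 note: plate controls were DMSO wells with enzyme for no effect and DMSO wells lacking enzyme for full effect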
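Incubation: 90 min at room temperature in dark / Material: recombinant HKDC1 (HK5) hexokinase enzyme, produced in-house / Quantity: enzyme 5 µg/mL final / Compound: one dose of 20 µM, 1% DMSO / Reagent: glucose and ATP substrates / Buffer or medium: Tris pH 8.0 buffer with MgCl2, Tween-20, BSA, BME / Technique: resorufin fluorescence at 613 nm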
697 NFkB inh – lowers PMA/ionomycin-induced NF-kB signal in 697 B cells. 697 B-cell NF-kB luciferase reporter, 16 h. inhibition, % at 4 µM. actives 0.33% (n = 330,000). AID 435022; in the data active = inhibition above about 35%
Jurkat NFkB inh – inhibitors of the PMA/ionomycin-induced NF-kB reporter in Jurkat cells. actives 0.53% (n = 330,000). PMA/ionomycin-induced NF-kB luciferase reporter, luminescence. inhibition, % at 4 µM
SENP8 inh – SENP8 protease inhibition | inhibition, % at 10 µM | actives 1.2% (n = 330,000) | purified SENP8, Z-RLRGG-aminoluciferin cleavage, luminescence
Target sequence (Q96LD8 whole entry, looked up): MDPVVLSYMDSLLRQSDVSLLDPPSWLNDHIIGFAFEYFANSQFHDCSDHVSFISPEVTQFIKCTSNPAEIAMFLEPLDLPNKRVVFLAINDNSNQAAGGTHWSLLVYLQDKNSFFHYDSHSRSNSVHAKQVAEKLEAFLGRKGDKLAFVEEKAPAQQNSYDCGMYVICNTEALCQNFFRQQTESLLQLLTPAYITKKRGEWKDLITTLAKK
Gli-Sufu antag – blocks Gli-Sufu signaling in a luciferase reporter. AID 588413. inhibition, % at 5 µM. actives 0.74% (n = 340,000). Sufu-KO-LIGHT fibroblasts, Gli luciferase reporter luminescence;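 active = inhibition above about 55%, limit read from the data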;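 note: 0% = DMSO-treated cells and 100% = wells with medium but no cells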
UBC13 polyUb – blocks human UBC13 polyubiquitin chain formation; TR-FRET; inhibition, % at 20 µM; actives 0.47% (n = 330,000); AID 485273; in the data active = inhibition above about 45%, passing the limit was not always enough
Target sequence (P61088 whole entry, looked up): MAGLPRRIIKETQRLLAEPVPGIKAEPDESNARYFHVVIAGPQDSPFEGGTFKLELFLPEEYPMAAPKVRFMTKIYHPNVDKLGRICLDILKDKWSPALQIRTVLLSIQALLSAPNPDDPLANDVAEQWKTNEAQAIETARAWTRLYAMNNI
SENP7 block – blocks the human protease SENP7. recombinant SENP7, Z-RLRGG-aminoluciferin luminescence, 40 min. actives 1.5% (n = 330,000). AID 434973. inhibition, % at 5 µM. Q9BQF6;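 active = inhibition above about 50% at the single test dose, limit read from the data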;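 note: plate controls were DMSO with enzyme for no effect and no enzyme buffer wells for full effect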
Target sequence (Q9BQF6 706-1050 limits assumed): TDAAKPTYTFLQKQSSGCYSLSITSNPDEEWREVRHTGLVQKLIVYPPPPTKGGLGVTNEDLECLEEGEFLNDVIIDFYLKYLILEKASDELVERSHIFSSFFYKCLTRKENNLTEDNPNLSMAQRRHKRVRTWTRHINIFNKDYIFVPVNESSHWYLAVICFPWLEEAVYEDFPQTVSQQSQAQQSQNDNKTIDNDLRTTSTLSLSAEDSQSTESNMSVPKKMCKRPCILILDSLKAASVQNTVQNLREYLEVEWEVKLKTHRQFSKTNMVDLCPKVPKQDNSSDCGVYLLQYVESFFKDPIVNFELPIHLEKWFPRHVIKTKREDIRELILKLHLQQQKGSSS
* marks the source's active call; other numbers are inactive results. Cut-off read from the data, not from the text of the source, unless noted: active = inhibition above about 50%; inactive = the rest.

SMILES	Apaf1 inhib	HKDC1 inhibitor	697 NFkB inh	Jurkat NFkB inh	SENP8 inh	Gli-Sufu antag	UBC13 polyUb	SENP7 block
CCOC(=O)C1CCN(Cc2c(O)ccc3ccccc23)CC1	-10	12	16	1	-1	6	-1	0
CCCCC(=O)Nc1nnc(S(=O)(=O)N2CCCCCC2)s1	-11	-7	5	-6	-5	15	0	13
CCOC(=O)c1ccc(NC(=O)COc2coc(CN3CCc4ccccc43)cc2=O)cc1	2	-1	-1	17	7	-6	-4	-4
O=C(NCCc1ccc(F)cc1)c1cccc(NC(=O)c2ccccc2)c1	9	-2	-15	-10	4	-10	5	10
CC(C)(C)OC(=O)CNC(=O)c1[nH]cnc1C(=O)N[C@@H](Cc1ccccc1)C(=O)OC(C)(C)C	20	-3	8	4	-7	4	-7	0
c1ccc(-c2noc(C34CC5CC(CC(C5)C3)C4)n2)nc1	-2	-1	-113	-62	-3	-48	10	1
C[C@@H]1NC(=O)c2cc([N+](=O)[O-])cc(F)c2NCCC[C@@H](C(N)=O)NC(=O)[C@H](CC(N)=O)NC1=O	-1	0	10	6	-5	0	-8	6
COc1ccccc1N1CCN(C(=O)c2ccc3[nH]c(C)c(C)c3c2)CC1	12	-2	8	54*	0	7	-10	1
CCCS(=O)(=O)c1nc(S(=O)(=O)c2ccc(C)cc2)c(NCCCN2CCCC2=O)s1	10	-6	-4	9	8	37	-11	0
CC(=O)NC(c1ccc(F)cc1)c1cccnc1 (stereo not given)	-1	-1	4	2	-7	-5	5	2
O=C(C1CCCN1S(=O)(=O)c1cccc2cccnc12)N1CCc2ccccc21 (stereo not given)	-6	-6	6	8	1	12	-3	3
Cc1ccc(C2=NS(=O)(=O)N(C)C(C(=O)Nc3ccc4c(c3)OCO4)=C2)cc1	4	11	0	-9	-10	-2	-7	-11

Records above shown as hits in Jurkat NFkB inh:
compound	HKDC1 inhibitor	697 NFkB inh	Jurkat NFkB inh	SENP8 inh	UBC13 polyUb	SENP7 block
COc1ccccc1N1CCN(C(=O)c2ccc3[nH]c(C)c(C)c3c2)CC1	-2	8	54*	0	-10	1

Back to the main list, repeating the five entries before the break.
SMILES	Apaf1 inhib	HKDC1 inhibitor	697 NFkB inh	Jurkat NFkB inh	SENP8 inh	Gli-Sufu antag	UBC13 polyUb	SENP7 block
COc1ccccc1N1CCN(C(=O)c2ccc3[nH]c(C)c(C)c3c2)CC1	12	-2	8	54*	0	7	-10	1
CCCS(=O)(=O)c1nc(S(=O)(=O)c2ccc(C)cc2)c(NCCCN2CCCC2=O)s1	10	-6	-4	9	8	37	-11	0
CC(=O)NC(c1ccc(F)cc1)c1cccnc1 (stereo not given)	-1	-1	4	2	-7	-5	5	2
O=C(C1CCCN1S(=O)(=O)c1cccc2cccnc12)N1CCc2ccccc21 (stereo not given)	-6	-6	6	8	1	12	-3	3
Cc1ccc(C2=NS(=O)(=O)N(C)C(C(=O)Nc3ccc4c(c3)OCO4)=C2)cc1	4	11	0	-9	-10	-2	-7	-11
CN(Cc1cc2ccccc2[nH]c1=O)C(=O)c1cccs1	-4	-2	24	10	0	27	2	-8
S=c1[nH]c(-c2ccccc2)cn1/N=C/c1cccnc1	-24	-7	-27	-2	2	8	-2	2
COc1ccc(/C=N/NC(=O)c2ccncc2)cc1Cn1nc([N+](=O)[O-])c(Br)c1C	2	-11	11	28	0	3	9	2
O=C(Cc1c(Cl)cccc1Cl)N/N=C/c1cccnc1	3	-2	23	-3	0	12	4	-12
COc1ccccc1NC(=O)c1cc(N)cc(C(=O)Nc2ccccc2OC)c1	-21	-2	13	7	1	5	9	-1
Cc1ccc(S(=O)(=O)NNC(=O)Nc2cccc(F)c2)c(C)c1	7	5	-3	-7	-10	22	2	-13
Cn1c(CN2CCN(c3ccc(Cl)cc3)CC2)nc2ccccc21	-3	-5	16	3	-2	0	4	4
COCCSc1nnc(NC(=O)Cc2ccc(OC)cc2)s1	3	-3	24	0	-7	2	8	-2
CC1(C)Cc2cccc(C(=O)NC3CCN(Cc4ccccc4)CC3)c2O1	-5	0	3	16	2	13	16	2
O=C(CNC(=O)c1ccco1)OCC(=O)c1ccc2ccccc2c1	2	0	5	15	-3	-5	6	-5
COc1cc(OC)c(C(=O)OCC(=O)N2CC(=O)Nc3ccccc32)cc1OC	-1	-11	13	5	-1	4	1	3
CCN(CC)CCNc1nc2c(c(=O)[nH]c(=O)n2C)n1CCCc1ccccc1	-4	-7	12	4	-10	5	5	-13
CCOc1cc(/C=C2\CCC/C(=C\c3cc(Cl)c(O)c(OCC)c3)C2=O)cc(Cl)c1O	30	11	-378	22	0	-8	-139	0
COCc1cc(=O)n2[nH]c(SCc3ccccc3)nc2n1	6	2	-4	-5	-4	7	-2	-2
COc1ccc(CC2(CO)CCN(Cc3cnn(C)c3C)CC2)cc1	3	-9	17	3	1	2	-1	2
Cc1cc(C)nc(NS(=O)(=O)c2ccc(N/C=C/C(=O)c3ccc(Cl)c(Cl)c3)cc2)n1	8	-4	-11	2	-6	2	14	-8
CCC1(c2ccccc2)NC(=O)N(CC(=O)Nc2ccc(S(=O)(=O)N3CC(C)CC(C)C3)cc2)C1=O (stereo not given)	16	-2	19	-2	-1	-4	-6	-9
CCC(C)(C(=O)NC1CCCCC1)N(Cc1ccco1)C(=O)CNC(=O)c1ccccc1 (stereo not given)	-1	0	-6	0	1	0	1	0
N#Cc1ccc(CN2C(=O)NC3(CCCCCC3)C2=O)cc1	-13	-3	9	-8	-3	-6	4	6
Cn1c(=NC(=O)c2ccc3c(c2)OCCO3)sc2cc(S(C)(=O)=O)ccc21	-2	0	-6	0	6	-5	12	1
O=C(Cc1ccccc1[N+](=O)[O-])NNC(=O)c1ccncc1	-6	-9	4	11	3	-21	0	7
COC(=O)c1c(C)[nH]c(C(=O)OC(C)C(=O)N(C)C2CCCCC2)c1C (stereo not given)	8	2	-31	-1	3	5	-7	-3
COc1ccc(C2C(C(=O)c3sc(C)nc3C)=C(O)C(=O)N2CCCn2ccnc2)cc1 (stereo not given)	0	0	-4	-1	-2	-14	12	3
CCc1ccc(OCc2nnc(SCC(=O)NCc3ccco3)o2)cc1	3	0	-40	-24	4	2	1	-8
CC(C)N1CCN(Cc2ccc(Oc3ncccn3)cc2)CC1CCO (stereo not given)	-8	12	15	2	-6	18	-10	-5
Cc1ccc(NC(=O)CCN2CCN(CCO)CC2)cc1Br	5	1	0	-6	-12	5	5	-10
O=[N+]([O-])c1ccc(N=Cc2c(O)ccc3ccccc23)cc1	0	30	20	11	-1	4	-26	-1
CCOC(=O)Cn1nnnc1CN(Cc1cccs1)Cc1cc2cc(C)ccc2[nH]c1=O	11	-2	14	2	-13	2	-4	-12
O=C(CCCn1c(=S)[nH]c2ccsc2c1=O)NCc1ccco1	-11	-5	1	-13	-3	-2	45	5
Cc1c(N(C)S(=O)(=O)c2ccc(Cl)c(C(=O)N3CCC(C(N)=O)CC3)c2)c(=O)n(-c2ccccc2)n1C	-1	-2	25	-2	12	-24	6	-6
CC(c1ccccc1)C(CC(=O)O)C(=O)Nc1ccc(Cl)c(Cl)c1 (stereo not given)	10	1	-8	-20	0	4	-11	-7
CCN1CCN(CCNC(=O)CS(=O)(=O)Cc2nc(-c3ccc(C)cc3)oc2C)CC1	8	-4	-4	4	-7	16	10	-2
Cc1ccc(N(C(=O)NC2CCCCC2)C2=NCCCCC2)cc1	6	3	-16	-24	-14	-19	-9	-5
CN1CCCN(Cc2ccccc2C(F)(F)F)CC1	3	-5	-1	-17	-1	94*	1	-3
COCCCN1C(=O)C(=O)/C(=C(/O)c2ccc(S(=O)(=O)N3CCOCC3)cc2)C1c1ccc(OC)cc1 (stereo not given)	10	-3	-21	8	-4	-11	-11	2
O=C(/C=C/c1c(Cl)cccc1Cl)NCc1ccccc1	1	-4	-19	-1	-11	-6	-17	-3

Next section; it opens with the two that closed the last part.
SMILES	Apaf1 inhib	HKDC1 inhibitor	697 NFkB inh	Jurkat NFkB inh	SENP8 inh	Gli-Sufu antag	UBC13 polyUb	SENP7 block
COCCCN1C(=O)C(=O)/C(=C(/O)c2ccc(S(=O)(=O)N3CCOCC3)cc2)C1c1ccc(OC)cc1 (stereo not given)	10	-3	-21	8	-4	-11	-11	2
O=C(/C=C/c1c(Cl)cccc1Cl)NCc1ccccc1	1	-4	-19	-1	-11	-6	-17	-3
O=C(OCc1cccc(F)c1)c1ccc2c(c1)-c1ccccc1C2=O	-2	16	-11	-37	0	-17	4	0
COc1cccc(C2c3c(oc4ccccc4c3=O)C(=O)N2Cc2ccco2)c1 (stereo not given)	-7	2	-73	-62	10	0	-1	-4
CCOC(=O)C1CCCN(c2cc(=O)n(C3CCCCC3)c(=O)[nH]2)C1 (stereo not given)	9	-7	-2	0	-6	-2	3	4
Cc1ccc2c(c1)C(=O)C(=O)N2CCCOc1ccccc1	4	18	8	-14	-7	-8	5	-8
Cc1ccc(C(=O)OCC(=O)N2CCC(c3ccccc3)=N2)c(C)c1	25	-3	17	10	-7	-8	-7	2
CCOCc1c(C(=O)NC2=Nc3ccccc3NC(CC)=C2C(=O)OCC)oc2ccccc12	14	-1	-18	15	3	36	-3	-8
O=C(Nc1ccc(Cn2ccnc2)cc1)c1cccc(C(F)(F)F)c1	8	-5	2	-17	-8	4	0	8
Cc1ccc(C)n1-c1cc([N+](=O)[O-])ccc1-n1ccnc1	6	-7	-36	20	-7	1	-11	-9
N#Cc1nc(-c2cccs2)oc1N1CCOCC1	-7	-3	-8	-21	2	18	12	-7
O=C(COC(=O)COc1ccc(Cl)cc1)Nc1ccc(F)c([N+](=O)[O-])c1	3	-1	5	0	-4	-4	11	0
N#CCSc1nc2c(cc1C#N)CCCC2	1	0	-6	-21	1	15	-2	-1
CCOC(=O)C1CCCN(C(=O)c2cn(CC)c3ccc(S(=O)(=O)N(C)C)cc3c2=O)C1 (stereo not given)	-4	-6	7	13	0	0	-1	-7
CCN1CCN(C(=O)C2CC(c3ccc(F)cc3)=NO2)CC1 (stereo not given)	-8	-6	6	-16	-2	6	6	-3
CCCCNC(=O)C1C2C=CC3(CN(Cc4ccc(C)cc4)C(=O)C13)O2 (stereo not given)	2	1	-19	1	2	2	4	-3
COc1ccc(NC(=S)NCc2ccc3c(c2)cc(C)n3C)cc1	15	3	25	-3	4	-5	6	-1
COc1ccc(S(=O)(=O)n2nc(OC(=O)c3cccs3)cc2N)cc1	-1	17	11	-7	-9	-1	1	8
CCOc1ccc(/C=C(/NC(=O)c2ccc(Cl)cc2)C(=O)O)cc1OCC	3	3	-16	-4	-6	6	-18	-9
CCn1c(=NC(=O)CSCC(=O)Nc2nccs2)sc2ccccc21	5	0	1	1	-5	-9	10	5
CC(C1CC2CCC1C2)n1c(-c2ccco2)n[nH]c1=S (stereo not given)	12	-6	-3	8	6	6	2	3
O=C(COc1ccc([N+](=O)[O-])cc1)NC(C(=O)O)C(O)c1cccc([N+](=O)[O-])c1 (stereo not given)	-8	-5	-11	1	0	-3	-7	-5
Cc1ccc(C)c2c1cc(C)c1nnc(SCC(=O)c3cccs3)n12	-5	3	9	3	-4	-4	12	-2
C=CCn1c(SCC(=O)NC)nnc1C12CC3CC(CC(C3)C1)C2	0	-3	-8	-9	0	6	-9	6
CCOC(=O)C(Cc1ccccc1)C(=O)Nc1cccc(C)c1 (stereo not given)	7	-10	4	-1	-7	-2	-12	-11
Cc1ccc(C)c(OCCC(=O)Nc2cccc(S(=O)(=O)N3CCCC3)c2)c1	15	-4	12	6	4	11	5	-2
Cc1cc(C)cc(CSc2nnc(C)c(=O)[nH]2)c1	10	11	-3	0	1	4	2	5
O=C(CSc1ncnc2nc[nH]c12)Nc1nnc(SCc2ccc(Cl)c(Cl)c2)s1	8	-7	8	10	4	-8	-5	8
COC(=O)C1=C(C(=O)OC)C(c2cc(Cl)ccc2O)c2sc(=O)[nH]c2S1 (stereo not given)	-6	3	16	2	-7	1	-16	10
COc1ccc(Cl)cc1NC(=S)NCCc1c[nH]c2ccccc12	-11	15	20	-2	6	4	16	3
O=[N+]([O-])c1ccc(S(=O)(=O)NCC2CC3CCC2C3)cc1 (stereo not given)	6	1	16	13	-1	-5	4	2
